# Compound activity as filed in PubChem.
# PGK inhibitor – inhibitors of T. brucei phosphoglycerate kinase. PGK/GAPDH coupled, Kinase-Glo luminescence, 60 min. Potency, µM (highest dose often 57.5 µM), without a hit: at the top dose activity change, negative = inhibition, usual class: inhibitors. 380,000 compounds, 0.043% hits. AID 602233; further: potency means the concentration at half of the fitted maximal effect; on the % scale 0 is the no-effect control and ±100 the full control effect; nearly all actives have a fitted effect of over 60% in size
# Target sequence (P07378 whole entry, looked up): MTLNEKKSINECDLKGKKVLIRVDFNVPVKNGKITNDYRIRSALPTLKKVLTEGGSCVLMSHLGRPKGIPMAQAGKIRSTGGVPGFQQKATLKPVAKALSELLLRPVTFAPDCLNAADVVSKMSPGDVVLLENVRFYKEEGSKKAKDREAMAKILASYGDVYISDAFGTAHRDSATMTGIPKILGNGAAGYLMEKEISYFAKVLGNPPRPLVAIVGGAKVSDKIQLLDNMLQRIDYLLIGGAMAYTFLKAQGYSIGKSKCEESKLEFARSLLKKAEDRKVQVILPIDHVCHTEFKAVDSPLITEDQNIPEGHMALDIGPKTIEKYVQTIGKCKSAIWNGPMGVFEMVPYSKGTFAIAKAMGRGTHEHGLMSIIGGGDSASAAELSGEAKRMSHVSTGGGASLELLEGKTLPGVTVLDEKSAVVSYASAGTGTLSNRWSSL
#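 Recombinant glycosomal PGK reaction used 1,3-bisphosphoglycerate generated in-well by GAPDH (100nM final) in 100mM TEA pH 7.6, 5mM MgCl2, 0.01% Tween-20. After 60 minutes at room temperature, ATP was read by Kinase-Glo Plus luminescence end-point.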
# GLS inhibitor – glutaminase GLS (human) inhibition | O94925 | GLS enzymatic activity, qHTS titration | Potency, µM (top dose mostly 45.5 µM), without a hit: top-dose activity change, negative = inhibition, most hits filed as inhibitors | 410,000 compounds, 0.21% hits | AID 624170; further: potency means the concentration at half of the fitted maximal effect; on the % scale 0 is the no-effect control and ±100 the full control effect
#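 Glutamate formation by hKGA was monitored fluorometrically using coupled glutamate oxidase, HRP and Amplex Red. Substrate was added as 1 mM L-glutamine solution; incubation was 30 min at RT after an initial read.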
# JMJD2A Tudor inh – blocks the human JMJD2A Tudor domain | O75164 | AlphaScreen JMJD2A-Tudor / H3K4me3 peptide binding | Potency, µM (doses to about 114 µM), inactives show at the highest dose activity change, negative = inhibition, most hits filed as inhibitors | 390,000 compounds, 4.4% hits | AID 504339; further: potency means the concentration at half of the fitted maximal effect; on the % scale 0 is the no-effect control and ±100 the full control effect; nearly all actives have a fitted effect of over 50% in size
# Pin1 inh – human Pin1 inhibition. 390,000 compounds, 0.009% hits. Pin1 FP peptide displacement, HiFluor488, 10 min. Potency, µM (highest dose often 115 µM), without a hit: top-dose activity, negative = inhibition, most hits filed as inhibitors; active means well fitted inhibition curve with a large enough effect in the polarisation, with a control signal flat, not every such curve was filed as active; inconclusive means small, poorly fitted or top-dose-only effect, or effect the other way, or a change in a side signal; inactive means no such curve, though single readings can be large or run the other way; the % refers to the polarisation; further: potency means the concentration at half of the fitted maximal effect; on the % scale 0 is the no-effect control and ±100 the full control effect
# Target sequence (Q13526 whole entry, looked up): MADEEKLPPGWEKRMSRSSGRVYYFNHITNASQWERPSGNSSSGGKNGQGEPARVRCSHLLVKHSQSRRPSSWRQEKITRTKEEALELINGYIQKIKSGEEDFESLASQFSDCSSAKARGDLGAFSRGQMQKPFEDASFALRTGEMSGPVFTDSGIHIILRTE
# G9a inh – inhibitors of human histone lysine methyltransferase G9a | Q96KQ7 | G9a H3K9 monomethylation, AlphaScreen, 2 h | Potency, µM (top dose mostly 102 µM), without a hit: at the top dose activity, negative = inhibition, most hits filed as inhibitors | 350,000 compounds, 8.8% hits | AID 504332; further: potency means the concentration at half of the fitted maximal effect; on the % scale 0 is the no-effect control and ±100 the full control effect; nearly all actives have a fitted effect of over 75% in size
# Target sequence (Q96KQ7 913-1193 limits assumed): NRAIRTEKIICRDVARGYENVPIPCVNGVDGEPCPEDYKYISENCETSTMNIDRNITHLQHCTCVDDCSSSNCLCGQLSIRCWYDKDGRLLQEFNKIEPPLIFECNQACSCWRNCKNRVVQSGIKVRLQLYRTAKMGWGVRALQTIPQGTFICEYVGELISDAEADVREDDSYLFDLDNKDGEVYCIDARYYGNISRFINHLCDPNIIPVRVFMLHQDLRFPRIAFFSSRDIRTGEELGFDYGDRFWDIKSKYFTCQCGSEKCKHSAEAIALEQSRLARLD
#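 Chemiluminescent proximity detection of H3K9 monomethylation, read after 10 min bead incubation in the dark. Reaction: 20 nM G9a, 500 nM biotin-H3K9 peptide, 20 uM SAM cofactor, 2 h, room temperature, following 15 min enzyme-compound preincubation.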
# BAZ2B inh – BAZ2B (human) inhibition; Q9UIF8; AlphaScreen BAZ2B-H3K14Ac peptide displacement; Potency, µM (series often up to 114 µM), without a hit: top-dose activity change, negative = inhibition, usual class: inhibitors; 360,000 compounds, 4.4% hits; AID 504333; further: potency means the concentration at half of the fitted maximal effect; on the % scale 0 is the no-effect control and ±100 the full control effect; nearly all actives have a fitted effect of over 60% in size
#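 Protein-peptide AlphaScreen: BAZ2B 50 nM, b-H3K14Ac 50 nM, 1x PBS pH 7.4 + 0.01% Tween-20. Preincubation 30 min RT; cpd 30 min RT (top 110 uM); beads 20 min RT, light-protected.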
# PI4K2A block – blocks human PI4K2A kinase activity. purified PI4K2A, ADP-Glo luminescence, 1 h; stronger effect = lower value. activity change, negative = inhibition, % at 76.9 µM. 420,000 compounds, 0.13% hits. AID 1346378; in the data active means activity change below about -50%; inconclusive means mostly about -30% to -49%;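 further: -100% = wells without enzyme as full effect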
#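 Compounds are screened against recombinant PI4K2A using PI as substrate and ATP, the latter dispensed at 300 microM. Reactions run one hour at ambient temperature before ADP-Glo detection; full inhibition defined by wells lacking enzyme.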
# POLH inh – DNA polymerase eta (human) inhibition; Potency, µM (top dose mostly 114 µM), inactives show top-dose activity change, negative = inhibition, usual class: inhibitors; 390,000 compounds, 1.2% hits; Q9Y253; recombinant Pol eta, fluorescent DNA replication assay; further: potency means the concentration at half of the fitted maximal effect; on the % scale 0 is the no-effect control and ±100 the full control effect
#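 Pol eta at 10 nM preincubated with compounds 15 min at room temperature; reaction started with fluorescent substrate (50 nM final) and read kinetically at 0 and 10 min.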
# HP1b binding inh – HP1-beta chromodomain-methylated histone interaction inhibition; Potency, µM (titrated, usually from 114 µM), without a hit: top-dose activity change, negative = inhibition, most hits filed as inhibitors; 390,000 compounds, 0.56% hits; AlphaScreen HP1-beta / biotin-H3K9me3 peptide binding; further: potency means the concentration at half of the fitted maximal effect; nearly all actives have a fitted effect of over 70% in size; inactives centre near 23
# Target sequence (P83916 whole entry, looked up): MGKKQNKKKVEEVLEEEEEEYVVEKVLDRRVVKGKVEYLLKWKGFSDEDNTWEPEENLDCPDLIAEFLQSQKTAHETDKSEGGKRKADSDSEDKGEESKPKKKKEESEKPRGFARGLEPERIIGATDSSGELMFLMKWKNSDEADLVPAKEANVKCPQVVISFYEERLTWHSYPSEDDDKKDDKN
#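 Compound inhibition of the preformed complex between 50 nM HP1-beta and 50 nM biotinylated H3K9me3 peptide was read by AlphaScreen. Buffer was PBS pH 7.4 with 0.01% Tween-20. Incubations ran 30 min at room temperature, with 10 ug/mL donor/acceptor beads.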
# * = called active by the depositor; i = inactive; ? = inconclusive; nt = not tested or not shown; & = joins results of further samples; [ ] = remark or other dose. Unless noted, the call rests on the fitted dose curve; in most records, active means well fitted curve in the direction sought with a large enough effect; inconclusive means small, poorly fitted or top-dose-only effect, or another doubt; inactive means no such curve, though single readings can be large; an effect the other way counts as inactive or inconclusive. The list is partial (hit frequency here may not be typical).
PGK inhibitor | GLS inhibitor | JMJD2A Tudor inh | Pin1 inh | G9a inh | BAZ2B inh | PI4K2A block | POLH inh | HP1b binding inh | compound
i | 2% | -13% | ? | 45%[12.7 µM] | 2% | 14 | 5% | 23% | CC(C)(Oc1ccc(Cl)cc1)C(=O)Nc1ccncc1
-3% | 36%[activator] | -18% | -7% | -11%[59 µM] | 3% | -3 | -13% | 53%[activator] | CC(=O)Nc1ccc(S(=O)(=O)Nc2ccc(N3CCOCC3)c(F)c2)cc1
i | 1% | -6% | 8% | 23% | -1% | 1 | -11% | 22% | Cc1ccc(NC(=O)CSc2ccc(-c3ccc4c(c3)OCO4)nn2)cc1F
-1% | -7% | -1% | -1% | -1% | -7% | 1 | -8% | 44%[activator] | CCCCNC(=O)C1CCN(S(=O)(=O)N2CCOCC2)CC1
8% | 6% | 3% | 3% | ? | -1% | 2 | -12% | 20% | COc1ccccc1N(CCC#N)C(=O)CSc1nnc2ccccn12
-7% | 15% | -30% | 1% | -14%[59 µM] | 56µM* | -3 | 7% | 29% | COCCN(C(C)=O)c1nnc(-c2ccccn2)s1
i | -11% | ? | 5% | nt | nt | 2 | -24% | 5% | O=C1CCC(C(=O)OCC(=O)N2N=C3/C(=C\c4ccccc4)CCCC3C2c2ccccc2)N1 (stereo not drawn)
2% | nt | -3% | -3% | ? | 12% | 0 | -8% | 24% | O=C(O)c1c(-c2ccccc2)c2oc3ccccc3c2[nH]c1=O
i | 10% | 1% | -7% | nt | nt | 6 | -7% | 50%[activator] | C[C@H](CO)N1C[C@H](C)[C@@H](CN(C)CC2CCCCC2)Oc2ccc(NS(C)(=O)=O)cc2C1=O
-4% | ? | -19% | -1% | 7% | -6% | 4 | -22% | 0% | CCCC(c1nnnn1Cc1ccc(F)cc1)N1CCN(CC)CC1 (stereo not drawn)
5%&-7% | 6%&-5% | -12%&-26% | -3%&4% | 4% | -35% | -10&-2 | -15%&-19% | 28%&7% | CCOC(=O)N1CCc2c(sc3c2c(=O)n(Cc2ccccc2)c(=O)n3Cc2ccc(C)cc2)C1
-8% | -4% | 5% | 0% | 8%[59 µM] | -5% | -3 | -24% | 49%[activator] | CCOc1ccc(NC(=O)c2ccccc2OC)cc1
-3% | 0% | -10% | 1% | -27%[59 µM] | -2% | 4 | 2% | 23% | CCCOC(=O)c1ccc(NC(=O)c2cc(=O)[nH]c3ccccc23)cc1
-8% | 1% | -23% | 5% | nt | nt | -4 | ? | 11% | Cc1ccc(OCCNC(=O)CNC(=O)c2ccc(Cl)c([N+](=O)[O-])c2)cc1
-11% | 0% | -8% | 2% | nt | -2% | -6 | -2% | 27% | C=CCN1C(=O)c2ccc(C(=O)N(C)CC(=O)Nc3ccccc3C(F)(F)F)cc2C1=O
-4% | 0% | -8% | 8% | nt | nt | 0 | -5% | 48%[activator] | COc1ccc(C(=O)O)cc1S(=O)(=O)NC1CCN(Cc2ccccc2)CC1
6% | 18% | -6% | -3% | 17%[59 µM] | -1% | -6 | -8% | 52%[activator] | CCn1cc(C(=O)NCC2CCCO2)c(=O)c2cc(S(=O)(=O)N(C)C)ccc21 (stereo not drawn)
-7% | 0% | -11% | -14% | 17% | -4% | -5 | 7% | 35% | O=C(N/N=C/c1cccc(O)c1)c1ccc2c(c1)OCCO2
7% | 8% | 45%[activator] | 2% | nt | 6% | 3 | 0% | 37%[activator] | O=c1ccc2ccc(OCCOc3cccc(Cl)c3)cc2o1
1% | 4% | -19% | 8% | 5% | -12% | -2 | -10% | 12% | COc1cc(NC(=O)C2CCCN(S(=O)(=O)c3ccc4c(c3)CCCN4C(C)=O)C2)cc(OC)c1 (stereo not drawn)
-2% | -11% | -14% | -6% | -7%[59 µM] | -11% | 2 | -5% | 25% | CCCCN(CC)CCCNC(=O)Cn1nc(CC)n2c(cc3sccc32)c1=O
-5% | 4% | -15% | 6% | 1% | -2% | -1 | -7% | 25% | Cc1nc(CNS(=O)(=O)c2ccc3ccccc3c2)cs1
i | 4% | 1% | -4% | -4%[59 µM] | 0% | -2 | -5% | 22%[57 µM] | Nc1ncc(S(=O)(=O)NCc2ccccc2F)cn1
-4% | 3% | -9% | 0% | -29%[12.7 µM] | -34% | -2 | -13% | 11% | O=C(Cc1cccs1)N1CCCC(c2nc3c(nnn3Cc3ccccc3Cl)c(=O)[nH]2)C1 (stereo not drawn)
-3% | -5% | -2% | 1% | -49% | -20% | 1 | -13% | 25% | Cn1c(C(=O)N2CCCC(C(=O)c3ccc(C(F)(F)F)cc3)C2)cc(=O)n(C)c1=O (stereo not drawn)
0% | -3% | -24% | 10% | -32%[59 µM] | -14% | -6 | -19% | -3% | COC(=O)c1ccc(NC(=O)CC2C(=O)N(c3ccc(Cl)cc3)C(=O)N2Cc2cccs2)cc1 (stereo not drawn)
-5% | -8% | -9% | -5% | nt | nt | -7 | -16% | 62%[activator] | C=CC[C@@H](CC(=O)NCCO)C(=O)N[C@H](COC(=O)[C@H](CC=C)CC(=O)OC(C)(C)C)Cc1c[nH]c2ccccc12
-6% | 0% | -5% | -6% | -2%[59 µM] | -16% | -2 | -1% | 46%[activator] | CCc1ccc(Cn2nnc(C(=O)Nc3ccc(C)cc3)c2N)cc1
1% | 18% | -19% | -8% | 57%[activator][59 µM] | 2% | 2 | 6% | 10% | O=C(N/N=C/c1ccccc1O)C1(O)c2ccccc2-c2ccccc21
i | 14% | -3% | 0% | 19% | 28% | -2 | 12% | 12% | Cc1ccccc1Oc1ccc(Oc2ccccc2C)nn1
-6% | 1% | -9% | -2% | 22%[59 µM] | -5% | 1 | -22% | -2% | COc1ccc(C(=O)Nc2ccc3c(c2)CCCN3S(=O)(=O)c2ccc(C)cc2)cc1
-10% | -1% | -4% | -6% | nt | -39% | -1 | -12% | 36% | Cc1c(Cl)cccc1NC(=O)CCC(=O)NNC(=O)c1ccco1
i | 0% | -10% | -1% | 16%[59 µM] | 2% | -4 | -18% | 37% | O=C(Nc1ccc(Cl)c(Cl)c1)Nc1nnc(CC2=CCCCC2)s1
-9% | 1% | -9% | 0% | ? | -22% | 2 | -19% | 19% | N/C(Cc1ccc([N+](=O)[O-])cc1)=N\OC(=O)CC1CCCCC1
-2% | 2% | -14% | 0% | -5%[12.7 µM] | -2% | -5 | -7% | 4% | CCOc1ccc(C(=O)N2CCCC(c3nc(-c4cccs4)no3)C2)cc1 (stereo not drawn)
-10% | -2% | -8% | 0% | 11%[59 µM] | 11% | 13 | -9% | 10% | CN(C)S(=O)(=O)N1CCC(CCCC2CCN(S(=O)(=O)N(C)C)CC2)CC1
-7% | 0% | -5% | 3% | 20%[12.7 µM] | -3% | -3 | -7% | 28% | CCn1c(SCC(=O)NCC2CCCO2)nc2ccccc21 (stereo not drawn)
-5% | 12% | -28% | -3% | -12%[59 µM] | -15% | -3 | -3% | 27% | COc1ccccc1/C=C1\SC(=O)N(CC(=O)N(C)C2CCS(=O)(=O)C2)C1=O (stereo not drawn)
-3% | -3% | -4% | 0% | 4%[59 µM] | 4% | 0 | -28% | 27% | CCn1c(=O)c(C(=O)Nc2ccc(C(C)=O)cc2)nc2ccccc21
-2% | -2% | -6% | -4% | -4%[59 µM] | 14% | 10 | 4% | 49% | CC(=O)Nc1ccc(OCC(O)Cn2nc(C)c(Br)c2C)cc1 (stereo not drawn)
2% | -3% | -18% | -9% | ? | -25% | 2 | -13% | -2% | Cn1c(=O)n(C)c2cc(NS(=O)(=O)c3ccc(Br)s3)ccc21
-6% | -10% | -35% | -5% | -43% | -37% | 1 | -23% | -17% | CC(C)c1ccc(NC(=S)NCc2ccc3c(c2)OCO3)cc1
-3% | 1.4µM* | ? | 0% | ? | -8% | 0 | 16µM* | 36% | O=C(O)CCC(=O)Nc1ccc(Cc2ccc(NC(=O)CCC(=O)O)c(O)c2)cc1O
-7% | 3% | -12% | -1% | -13% | 5% | 0 | -10% | 29% | CCOC(=O)c1c(N2C(=O)Nc3ccccc3N2O)n[nH]c1-c1cccc(Cl)c1
-9% | 8% | 21% | 1% | 1%[59 µM] | -11% | -2 | -17% | 84%[activator] | COc1ccc(N(Cc2cccs2)C(=O)c2ccc(Br)o2)cc1
i | -10% | -4% | 0% | 0%[59 µM] | 1% | 3 | -13% | 41%[activator] | NC(=O)c1cccnc1Sc1ccc(Cl)cc1
5% | -9% | 1% | -9% | 6%[12.7 µM] | -4% | -1 | -20% | 23% | Cc1ccc(-n2nc3c(c2NC(=O)C2CC2)CS(=O)(=O)C3)cc1C
6% | 4% | -14% | ? | 12%[59 µM] | 0% | 3 | -4% | 17%[57 µM] | Cc1cc(C)c2nc(NC(=O)c3ccc(S(=O)(=O)N4CCCC4)cc3)sc2c1
3% | -3% | -8% | -4% | -8% | -24% | 28 | -1% | 10%[57 µM] | N#C/C(=C\c1ccccc1)C(=O)N1CCN(c2ccccc2F)CC1
6% | 3% | -2% | 1% | -39% | 5% | 2 | -7% | 32% | CCc1ccc(NC(=O)COC(=O)Cn2cnc3ccccc32)cc1
-2% | 24% | -16% | -10% | 0%[59 µM] | 6% | -2&0 | -16% | 37% | COc1ccc(C(=O)c2ccccc2O)c(O)c1
6% | 3% | -4% | -4% | 51% | -39% | -2 | -15% | 39% | C=CCSc1nnc(NC(=O)C23CC4CC(CC(NC(C)=O)(C4)C2)C3)s1
i | 7% | -8% | -2% | 3%[59 µM] | -5% | -3 | -19% | 50%[activator] | COc1cc(-c2nc(-c3cccc(Cl)c3)c(-c3ccccc3)[nH]2)cc(OC)c1OC
0% | -2% | -2% | 28% | 24%[59 µM] | 11% | 2 | -5% | 56%[activator] | CCOC(=O)c1cc(CC)sc1/N=C/C1=C(O)CC(C)(C)CC1=O
i | -10% | 2% | 3% | -4%[0.501 µM] | 2% | 1 | -11% | 23% | Cc1ccc(S(=O)(=O)NCC(=O)OCC(=O)NCc2cccs2)cc1
